Compound activity from PubChem BioAssay.
p53 PUMA act: mutant p53 pathway re-activators, primary screen, cell-based, SW480, luciferase, single point, HTS; SW480 PUMA-promoter luciferase, p53 mutant reactivation; activation, % at 9.98 µM; actives 1.5% (n = 28,000); AID 624151, 2012; in the data active = activation above about 52%
STK33 kin inh: STK33 kinase inhibitors, primary screen, biochemical, luminescence, ADP-Glo, MBP substrate; inhibition, % at 12.5 µM; actives 0.44% (n = 27,000); in the data active = inhibition above about 20%
Target sequence (Q9BYT3 whole entry, looked up): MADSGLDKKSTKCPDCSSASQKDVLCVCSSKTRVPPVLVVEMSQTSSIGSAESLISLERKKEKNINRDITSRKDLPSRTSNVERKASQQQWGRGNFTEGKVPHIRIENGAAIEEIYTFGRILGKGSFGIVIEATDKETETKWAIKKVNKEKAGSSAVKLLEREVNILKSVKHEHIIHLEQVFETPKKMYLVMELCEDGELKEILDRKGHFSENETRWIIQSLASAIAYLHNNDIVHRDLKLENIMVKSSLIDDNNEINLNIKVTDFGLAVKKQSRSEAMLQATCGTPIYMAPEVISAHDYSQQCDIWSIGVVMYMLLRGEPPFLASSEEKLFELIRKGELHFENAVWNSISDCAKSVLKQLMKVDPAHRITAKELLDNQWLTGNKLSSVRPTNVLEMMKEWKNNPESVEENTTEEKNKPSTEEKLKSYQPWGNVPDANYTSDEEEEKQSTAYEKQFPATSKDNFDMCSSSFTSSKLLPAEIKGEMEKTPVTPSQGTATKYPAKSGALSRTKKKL
Starred values were filed as active, the others as inactive; . = no result given.

No.	SMILES	STK33 kin inh	p53 PUMA act
1	Cc1ccc(NS(=O)(=O)c2cc(C(=O)NCC3CCCO3)ccc2Cl)c(C)c1 (configuration not stated)	3	-1
2	C[C@@H]1CN([C@@H](C)CO)C(=O)Cc2cc(NC(=O)CCN3CCOCC3)ccc2O[C@H]1CN(C)C	.	-2
3	COc1ccc(NC(=O)Nc2ccc3c(c2)C(=O)N([C@H](C)CO)C[C@H](C)[C@H](CN(C)CC2CC2)OCCCC[C@@H](C)O3)cc1	-2	.
4	COc1ccc(C(=O)NC(c2ccccc2)c2ccccc2)cc1	0	.
5	C[C@H]1CN([C@@H](C)CO)C(=O)c2cc(NC(=O)Nc3ccc4c(c3)OCO4)ccc2O[C@@H]1CN(C)S(=O)(=O)c1ccc(Cl)cc1	-2	.
6	CNC[C@@H]1Oc2ncc(C#CCC3CCCC3)cc2C(=O)N([C@H](C)CO)C[C@H]1C	.	0
7	C[C@H]1CN([C@@H](C)CO)C(=O)c2cc(NS(=O)(=O)c3ccc(Cl)cc3)ccc2O[C@@H]1CN(C)Cc1ccccc1	-1	.
8	C[C@@H]1CCCCO[C@H](CN(C)C(=O)CCCN(C)C)[C@@H](C)CN([C@H](C)CO)C(=O)c2cc(NS(=O)(=O)c3ccc(F)cc3)ccc2O1	0	.
9	C[C@H]1CN([C@@H](C)CO)C(=O)Cc2cc(NS(=O)(=O)c3ccc(F)cc3)ccc2O[C@H]1CN(C)S(=O)(=O)c1cccs1	1	.
10	C[C@@H]1C[C@@H](O)C2[C@@](C)(CO)CCC[C@]2(C)[C@@]1(O)CCc1ccoc1 (some centres not stated)	-7	5
11	CC(C)CC#Cc1ccc2c(c1)O[C@@H](CN(C)C(=O)NC1CCCC1)[C@@H](C)CN([C@@H](C)CO)S2(=O)=O	.	-23
12	C[C@@H]1CN([C@@H](C)CO)C(=O)c2cc(NS(=O)(=O)c3cn(C)cn3)ccc2O[C@H]1CN(C)S(=O)(=O)c1cn(C)cn1	.	3
13	COc1c(C)c2c(c(O)c1C/C=C(\C)CCC(=O)O)C(=O)OC2	-1	.
14	CNC[C@H]1Oc2ccc(NS(=O)(=O)c3c(C)noc3C)cc2CC(=O)N([C@@H](C)CO)C[C@@H]1C	-3	.
15	CCN(CC(=O)Nc1cccc([N+](=O)[O-])c1)S(=O)(=O)c1ccc(Cl)cc1	2	8
16	COc1ccc(CN(C)C[C@@H]2Oc3c(NC(=O)Nc4cccc5ccccc45)cccc3C(=O)N([C@H](C)CO)C[C@@H]2C)cc1	.	-7
17	COc1ccc(OC(C)C(=O)Nc2cc([N+](=O)[O-])ccc2C)cc1 (configuration not stated)	0	27
18	C[C@H](CO)N1C[C@H](C)[C@H](CN(C)Cc2cccnc2)Oc2ncc(C#CC3CCCCC3)cc2C1=O	.	3
19	COc1ccc(-n2c(SCC(=O)Nc3cccc(C)c3C)nnc2-c2ccccc2)cc1	0	1
20	COc1ccc(OC)c(NC(=O)Cn2cnc3sc(C)c(-c4ccc(Cl)cc4)c3c2=O)c1	-2	-26
21	CC(=O)Nc1ccc(OCC(O)Cn2ccnc2)cc1 (configuration not stated)	0	-8
22	COc1cc(/C=C(/C#N)C(N)=O)cc(CSc2nc3ccccc3s2)c1O	.	21
23	CC1(C)CC[C@@]2(C(=O)O[C@@H]3O[C@H](CO)[C@@H](O)[C@H](O)[C@H]3O)C(C1)C1=CCC3[C@@]4(C)CC[C@@H](O[C@@H]5O[C@H](C(=O)O)[C@@H](O[C@@H]6OC[C@@H](O)[C@H](O)[C@H]6O)[C@H](O[C@@H]6OC[C@](O)(CO)[C@H]6O)[C@H]5O)C(C)(C)C4CC[C@@]3(C)[C@]1(C)C[C@H]2O (some centres not stated)	-1	1
24	C[C@@H]1O[C@@H](OC[C@H]2O[C@@H](Oc3c(-c4ccc(O)c(O)c4)oc4cc(O)cc(O)c4c3=O)[C@H](O)[C@@H](O)[C@@H]2O)[C@H](O)[C@H](O)[C@H]1O	-2	8
25	COc1ccc(C)cc1NC(=O)CCN1CCN(Cc2ccccc2)CC1	-3	7
26	COc1cc([N+](=O)[O-])ccc1NC(=S)NC(=O)COc1ccc(C)cc1	0	10
27	CNC[C@H]1OCCCC[C@@H](C)Oc2ccc(NS(=O)(=O)c3ccc(Cl)cc3)cc2C(=O)N([C@H](C)CO)C[C@@H]1C	1	.
28	Cn1c(=O)c2c(ncn2CC(=O)Nc2ccc(Br)cc2F)n(C)c1=O	-1	-9
29	C[C@@H]1CN([C@@H](C)CO)C(=O)Cc2cc(NS(=O)(=O)c3ccccc3)ccc2O[C@@H]1CN(C)CC1CC1	-3	.
30	C[C@@H]1CN([C@@H](C)CO)C(=O)Cc2cc(NC(=O)Nc3cccc4ccccc34)ccc2O[C@@H]1CN(C)Cc1ccc(Cl)c(Cl)c1	5	.
31	O=C(CNC(=O)c1ccco1)Nc1cccc(C(F)(F)F)c1	-4	1
32	C[C@H](CO)N1C[C@H](C)[C@H](CN(C)S(=O)(=O)c2ccccc2)OCc2cn(nn2)CCCC1=O	-3	-7
33	C[C@@H]1CN([C@H](C)CO)C(=O)Cc2cc(NC(=O)Nc3cccc4ccccc34)ccc2O[C@@H]1CN(C)S(C)(=O)=O	6	-2
34	Cc1cc(I)cc(C)c1NC(=O)CSc1nnnn1-c1ccccc1	0	-8
35	O=C(CN1C(=O)c2cccc3cccc1c23)Nc1cccc([N+](=O)[O-])c1	3	-5
36	C[C@H](CO)N1C[C@H](C)[C@H](CN(C)Cc2ccncc2)Oc2ccc(NC(=O)Cc3ccccc3)cc2CC1=O	1	7
37	Cc1noc(C)c1S(=O)(=O)Nc1ccc2c(c1)CC(=O)N([C@@H](C)CO)C[C@H](C)[C@@H](CN(C)Cc1ccncc1)O2	-1	.
38	C[C@@H]1CN([C@@H](C)CO)C(=O)Cc2cc(NC(=O)Cn3cnnn3)ccc2O[C@@H]1CN(C)Cc1ccc(Oc2ccccc2)cc1	0	.
39	C[C@@H]1CCCCO[C@@H](CN(C)C)[C@H](C)CN([C@H](C)CO)C(=O)c2cc(NC(=O)Nc3ccccc3)ccc2O1	.	-3
40	COc1ccc(NC(=O)N(C)C[C@@H]2OCCCC[C@@H](C)Oc3ccc(NC(=O)NC(C)C)cc3C(=O)N([C@H](C)CO)C[C@@H]2C)cc1	3	.

Of the compounds above, 2 contain a furan ring, fused or not:
No.	SMILES	STK33 kin inh	p53 PUMA act
10	C[C@@H]1C[C@@H](O)C2[C@@](C)(CO)CCC[C@]2(C)[C@@]1(O)CCc1ccoc1 (some centres not stated)	-7	5
31	O=C(CNC(=O)c1ccco1)Nc1cccc(C(F)(F)F)c1	-4	1

New compounds follow
No.	SMILES	STK33 kin inh	p53 PUMA act
41	C[C@@H]1CN([C@@H](C)CO)C(=O)c2cccc(NS(C)(=O)=O)c2O[C@@H]1CN(C)Cc1ccc(Oc2ccccc2)cc1	.	2
42	C[C@@H]1CN([C@@H](C)CO)C(=O)c2cc(NC(=O)NC3CCCCC3)ccc2O[C@@H]1CN(C)C	3	5
43	C[C@H](CO)N1C[C@H](C)[C@@H](CN(C)C(=O)Nc2ccc(C(F)(F)F)cc2)Oc2ccc(NC(=O)C3CC3)cc2C1=O	.	3
44	Cc1ccc(S(=O)(=O)N(C)C[C@@H]2Oc3ccc(NC(=O)NC4CCCCC4)cc3CC(=O)N([C@@H](C)CO)C[C@@H]2C)cc1	1	.
45	C[C@@H]1CN([C@@H](C)CO)C(=O)c2cc(C#CCC3CCCC3)cnc2O[C@@H]1CN(C)S(=O)(=O)c1cccs1	.	3
46	CNC[C@H]1Oc2c(NC(=O)C3CCOCC3)cccc2C(=O)N([C@H](C)CO)C[C@H]1C	.	6
47	Cc1ccccc1NC(=O)CSc1n[nH]c(-c2ccncc2)n1	-3	-11
48	C[C@@H]1CN([C@@H](C)CO)C(=O)c2cc(NS(C)(=O)=O)ccc2O[C@@H](C)CCCCO[C@H]1CN(C)Cc1ccncc1	.	0
49	C[C@H]1CN([C@@H](C)CO)C(=O)Cc2cc(NS(=O)(=O)c3ccc(F)cc3)ccc2O[C@@H]1CN(C)Cc1ccc(C(F)(F)F)cc1	4	.
50	COc1ccc(NC(=O)N(C)C[C@H]2Oc3ccc(NC(=O)CCN4CCOCC4)cc3CC(=O)N([C@H](C)CO)C[C@H]2C)cc1	-2	.
51	CCC(=O)N(C)C[C@@H]1Oc2ncc(C#Cc3ccccc3OC)cc2C(=O)N([C@H](C)CO)C[C@H]1C	.	4
52	COc1cc(C2OCC3C(c4cc(OC)c(OC)c(OC)c4)OCC23)cc(OC)c1OC (configuration not stated)	-2	-7
53	C[C@@H]1CN([C@@H](C)CO)C(=O)CCCn2cc(nn2)CO[C@H]1CN(C)Cc1ccc2c(c1)OCCO2	-1	.
54	C[C@@H]1CCCCO[C@H](CN(C)C(=O)Cc2ccccc2)[C@H](C)CN([C@@H](C)CO)C(=O)c2cc(NC(=O)c3ccncc3)ccc2O1	.	-3
55	O=C(O)c1cccc(NS(=O)(=O)c2cccc(S(=O)(=O)c3ccc(Cl)c(Cl)c3)c2)c1	-1	4
56	Cc1ccc(NC(=O)CSc2nc(N)cc(=O)[nH]2)cc1Cl	0	-12
57	Cc1cc(COc2ccccc2OCc2cc(C)no2)on1	-3	9
58	Cn1nnnc1SCC(=O)Nc1cccc(Cl)c1Cl	-2	14
59	C[C@H](CO)N1C[C@H](C)[C@@H](CN(C)C(=O)Nc2ccc(C(F)(F)F)cc2)Oc2ccc(N(C)C)cc2CC1=O	.	5
60	O=C(CCC1COc2ccccc2O1)Nc1ncc(C(F)(F)F)cc1Cl (configuration not stated)	-4	0
61	COc1ccccc1NC(=O)c1ccc(NC(=O)C2COc3ccccc3O2)cc1 (configuration not stated)	0	-5
62	O=C1NC(=O)c2cc(Nc3ccc(F)cc3)c(Nc3ccc(F)cc3)cc21	.	-39
63	C[C@]12CCC(=O)C=C1CCC1C2[C@@H](O)C[C@@]2(C)C1CC[C@]2(O)C(=O)COC(=O)CCC(=O)O (some centres not stated)	-3	.
64	COc1ccc(S(=O)(=O)N(C)C[C@H]2OCCCC[C@@H](C)Oc3ccc(NC(=O)c4ccncc4)cc3C(=O)N([C@H](C)CO)C[C@@H]2C)cc1	-3	.
65	C[C@H](CO)N1C[C@H](C)[C@H](CN(C)S(=O)(=O)c2cn(C)cn2)OCCCC[C@H](C)Oc2ccc(NC(=O)Cc3ccccc3)cc2C1=O	.	2
66	COc1cccc(-c2cc(=O)c3ccccc3o2)c1N	2	.
67	C[C@H]1CN([C@@H](C)CO)C(=O)Cc2cc(NS(=O)(=O)c3ccc(F)cc3)ccc2O[C@H]1CN(C)Cc1ccc(C(F)(F)F)cc1	4	.
68	C[C@H]1CN([C@@H](C)CO)C(=O)c2cccc(NS(=O)(=O)c3ccccc3)c2O[C@H]1CN(C)C(=O)NC1CCCCC1	.	-5
69	CC(Oc1ccccc1F)C(=O)Nc1ccccc1[N+](=O)[O-] (configuration not stated)	-2	57*
70	Cc1noc(C)c1NC(=O)N(C)C[C@@H]1Oc2ccc(NC(=O)C3CC3)cc2C(=O)N([C@@H](C)CO)C[C@@H]1C	.	6

Six compounds picked at random from the list so far:
No.	SMILES	STK33 kin inh	p53 PUMA act
9	C[C@H]1CN([C@@H](C)CO)C(=O)Cc2cc(NS(=O)(=O)c3ccc(F)cc3)ccc2O[C@H]1CN(C)S(=O)(=O)c1cccs1	1	.
25	COc1ccc(C)cc1NC(=O)CCN1CCN(Cc2ccccc2)CC1	-3	7
56	Cc1ccc(NC(=O)CSc2nc(N)cc(=O)[nH]2)cc1Cl	0	-12
58	Cn1nnnc1SCC(=O)Nc1cccc(Cl)c1Cl	-2	14
70	Cc1noc(C)c1NC(=O)N(C)C[C@@H]1Oc2ccc(NC(=O)C3CC3)cc2C(=O)N([C@@H](C)CO)C[C@@H]1C	.	6
40	COc1ccc(NC(=O)N(C)C[C@@H]2OCCCC[C@@H](C)Oc3ccc(NC(=O)NC(C)C)cc3C(=O)N([C@H](C)CO)C[C@@H]2C)cc1	3	.

More entries
No.	SMILES	STK33 kin inh	p53 PUMA act
71	O=C(CSc1nnc2scc(-c3ccccc3)n12)Nc1nsc(-c2ccc(Cl)cc2)n1	4	3
72	C[C@H]1CN([C@@H](C)CO)C(=O)Cc2cc(NC(=O)Nc3ccccc3)ccc2O[C@@H]1CN(C)Cc1ccc(C(=O)O)cc1	.	8
73	CCOC(=O)c1c(C)oc2ccc(OCc3cc(C(=O)OC)oc3C)cc12	5	7
74	CC(C)NC(=O)Nc1ccc2c(c1)C(=O)N([C@H](C)CO)C[C@H](C)[C@H](CN(C)S(=O)(=O)c1cccs1)OCCCC[C@H](C)O2	.	-10
75	Cc1noc(C)c1S(=O)(=O)Nc1ccc2c(c1)C(=O)N([C@H](C)CO)C[C@H](C)[C@H](CN(C)S(=O)(=O)c1cccs1)OCCCC[C@@H](C)O2	1	.
76	O=C1C[C@@H](c2ccc(O)cc2)Oc2cc(O)cc(O)c21	3	.
77	C[C@@H]1CN([C@H](C)CO)C(=O)c2cccc(NS(C)(=O)=O)c2O[C@@H]1CN(C)C(=O)NC1CCCCC1	.	11
78	C[C@@H]1CN([C@H](C)CO)C(=O)Cc2cc(NS(=O)(=O)c3cccs3)ccc2O[C@H]1CN(C)CC1CC1	.	11
79	COCC#Cc1ccc2c(c1)O[C@H](CN(C)Cc1ccc3c(c1)OCO3)[C@@H](C)CN([C@@H](C)CO)S2(=O)=O	.	-46
80	CCn1c(SCC(=O)Nc2cccc(Cl)c2C)nnc1-c1ccc(Br)cc1	1	-11

A portion of the library; the hit share may differ from the screen's.
